High-throughput results deposited in PubChem BioAssay by National Center for Advancing Translational Sciences (NCATS).
KB-3-1 tox = qHTS assay for MDR1-selective chemotherapeutics: Primary screen using the parental adenocarcinoma cell KB-3-1; Potency, µM (doses to about 46.1 µM), for the others: at the highest dose activity change, negative = cytotoxic, actives largely listed as cytotoxic; KB-3-1 viability, CellTiter-Glo ATP luminescence, 72 h; actives 1.4% (n = 400,000); AID 1347075, 2019; also: potency is read from the fitted curve at half-maximal effect; % is scaled to controls: 0 for no effect and ±100 for the full control effect; nearly all actives have a fitted effect of over 60% in size
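Cells are dispensed, compounds pinned in, plates held at 37 °C for 72 h, then CellTiter-Glo is added and luminescence read after 10 minutes. Cell line: parental KB-3-1 in phenol-red-free DMEM, 10% FBS.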
KB-V1 MDR tox = qHTS assay for MDR1-selective chemotherapeutics: Primary screen using the drug-selected MDR subline cells KB-V1; KB-V1 MDR cells viability, CellTiter-Glo, 72 h; actives 3.4% (n = 400,000); Potency, µM (top dose mostly 46.1 µM), for inactives: at the top dose activity change, negative = cytotoxicity, hits mostly cytotoxic; also: potency is read from the fitted curve at half-maximal effect; % is scaled to controls: 0 for no effect and ±100 for the full control effect; nearly all actives have a fitted effect of over 60% in size
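In this primary screen, KB-V1 cells overexpressing P-gp are incubated with library compounds (lowest to highest concentration) for 72 h at 37 degrees C before a luminescent ATP viability read.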
HT1080NT lethal = qHTS for induction of synthetic lethality in tumor cells producing 2HG: qHTS for the HT-1080-NT fibrosarcoma cell line. actives 1.6% (n = 360,000). Potency, µM (series often up to 46.1 µM), inactives show top-dose activity, negative = less viability, hits mostly cytotoxic. AID 686970, 2013. HT-1080-NT fibrosarcoma viability, CellTiter-Glo ATP luminescence, 48 h;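 also: NT is the 2HG producing partner of a matched IDH1 knockdown line; potency is read from the fitted curve at half-maximal effect; 0% = DMSO-treated cells and -100% = media-only wells without cells; nearly all actives have a fitted effect of over 55% in size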
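Toxicity toward the 2HG-producing NT line was scored as %Activity, normalised to DMSO and no-cell wells, from CellTiter-Glo luminescence after 48 hours' treatment.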
HT1080 IDH1KD tx = qHTS for induction of synthetic lethality in tumor cells producing 2HG: qHTS for the HT-1080-IDH1KD cell line. actives 2% (n = 360,000). AID 686971, 2013. Potency, µM (highest dose often 46.1 µM), without a hit: at the top dose activity, negative = toxicity, usual class: cytotoxic. HT-1080 IDH1 knockdown viability, ATP luminescence, 48 h;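 also: potency is read from the fitted curve at half-maximal effect; 0% = DMSO wells and -100% = cell-free medium wells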
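Knockdown cells (IDH1KD HT-1080) received compounds 2 h after plating at 750 cells/well and were kept 48 h at 37 °C in 5% FBS RPMI. A CellTiter-Glo luminescence read gave % activity for curve fitting.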
DRD3 agonist = qHTS of D3 Dopamine Receptor Agonist: qHTS; D3R DiscoveRx beta-arrestin cells, luminescence, 90 min; actives 0.58% (n = 410,000); max activation, %; AID 652048, 2013; D(3) dopamine receptor (Homo sapiens), P35462; in the data active = max activation above about 30%; also: 0% is about no effect; mostly tested at two doses, the higher about 12 µM
Target sequence (P35462 whole entry, looked up): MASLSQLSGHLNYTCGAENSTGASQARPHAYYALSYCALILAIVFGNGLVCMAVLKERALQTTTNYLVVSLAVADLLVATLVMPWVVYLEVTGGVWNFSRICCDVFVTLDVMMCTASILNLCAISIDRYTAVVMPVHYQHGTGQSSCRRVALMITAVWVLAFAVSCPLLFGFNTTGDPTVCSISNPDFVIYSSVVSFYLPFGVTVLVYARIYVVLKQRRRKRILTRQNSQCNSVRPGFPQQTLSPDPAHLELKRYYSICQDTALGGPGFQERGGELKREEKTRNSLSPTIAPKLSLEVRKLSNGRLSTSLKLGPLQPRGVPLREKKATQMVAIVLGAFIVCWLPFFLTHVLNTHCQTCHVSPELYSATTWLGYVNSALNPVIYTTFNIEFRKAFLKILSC
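Agonist-mode cell screen: cells plated at 1500/well and incubated overnight at 37 °C, then exposed to library compounds for 90 min at 37 °C. Detection reagent was added for 30–60 min at room temperature, and luminescence was read.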
SW480 rereplic = A quantitative high throughput screen for small molecules that induce DNA re-replication in SW480 colon adenocarcinoma cells; AID 624297, 2012; actives 1.8% (n = 340,000); Potency, µM (doses to about 46.1 µM), for the others: top-dose re-replication activation, most hits filed as activators; SW480 DNA re-replication, Hoechst DNA content imaging, 48 h; also: potency is read from the fitted curve at half-maximal effect; % of control where 0% means no effect; nearly all actives have a fitted effect of over 55% in size
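Hoechst fluorescence of nuclei (405 nm excitation, 500-530 nm emission) measured by plate-scanning imager after 48 hr compound exposure at 37 C; re-replication scored as increased number of nuclei with elevated intensity.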
IL1B secr inh = qHTS for Inhibitors of Inflammasome Signaling: IL-1-beta AlphaLISA Primary Screen. activity change, % at 57.5 µM. actives 4.7% (n = 360,000). THP-1 LPS/ATP IL-1B secretion, AlphaLISA, 16 h; hits give low values; in the data active = activity change below about -50%; inconclusive = mostly about -30% to -49%; also: % is scaled to controls: 0 for no effect and ±100 for the full control effect
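Secreted IL-1B measured by AlphaLISA bead assay after 16 h compound exposure of THP-1 cells; compounds (final up to 57.5 uM) added 1 h before LPS (250 ng/mL) and ATP (1.25 mM) stimulation; lower signal means less secretion.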
MCF10A rerep = A quantitative high throughput screen for small molecules that induce DNA re-replication in MCF 10a normal breast cells | MCF 10A DNA re-replication, Hoechst nuclear intensity, 48 h | Potency, µM (highest dose often 46.1 µM), for inactives: at the top dose activity, positive = re-replication, actives largely listed as activators | actives 2.9% (n = 350,000) | AID 624296, 2012; also: potency is read from the fitted curve at half-maximal effect; % of control where 0% means no effect; nearly all actives have a fitted effect of over 50% in size
GLP1R cytotox = qHTS of GLP-1 Receptor Inverse Agonists: Cytotox Screen. HEK293 cAMP-luciferase reporter cells, luminescence, 24 h. Potency, µM (doses to about 38.3 µM), inactives show top-dose activity change, negative = inhibition, actives largely listed as inhibitors. actives 0.13% (n = 410,000). AID 624418, 2012;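 also: loss of luciferase light is scored as toxicity; potency is read from the fitted curve at half-maximal effect; % is scaled to controls: 0 for no effect and ±100 for the full control effect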
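Seeding density was 200 cells/uL; after overnight-length (12 h) culture, 23 nL compounds went on for 24 h at 37 °C. Readout used a luciferase detection reagent, luminescence taken after 12 min at room temperature.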
Numbers without * were called inactive; ? = inconclusive; . = not tested or not shown; [ ] = dose if it differs, or a comment. Unless noted, calls follow the shape of the dose curve; as a rule, active = well fitted curve in the direction sought with a large enough effect; inconclusive = small, poorly fitted or top-dose-only effect, or another doubt; inactive = no such curve, though single readings can be large; an effect the other way counts as inactive or inconclusive.

#1 Cc1ccc2nc3c(cc2c1)c(NC(=O)c1ccccn1)nn3CC(C)C
#2 CN(C)CCNC(=O)C(=O)c1c(-c2ccccc2)cc2ccccn12
#3 COc1cccc(/C=N\Nc2nncc(-c3ccccc3)n2)c1
#4 Cc1cccc(Nc2ncnc3nc[nH]c23)c1
#5 COc1ccc(-c2cc(OC(=O)c3cccc(Cl)c3)c3c(C)oc(C)c3c(=O)c2)cc1
#6 Cc1cc(C(=O)COc2cccc([N+](=O)[O-])c2)c(C)n1C1CC1
#7 CCOC(=O)C(CC)n1cnc2sc3c(c2c1=O)CCC3 (stereo not drawn)
#8 O=C(Nc1ccccc1)/C(=C/c1ccc([N+](=O)[O-])cc1)NC(=O)c1ccco1
Compound,1,2,3,4,5,6,7,8
KB-3-1 tox,10%,-4%,21%,6%,5%,-12%,-6%,14%
KB-V1 MDR tox,17%,-24%,16%,?,0%,-10%,-20%,0%
HT1080NT lethal,0%,1%,?,-2%,.,-1%,9%,-24%
HT1080 IDH1KD tx,0%,-7%,20%,-2%,.,-15%,19%,?
DRD3 agonist,3,-4,3,-1,2,-1,3,-2
SW480 rereplic,-4%,2%,-3%,-18%,.,1%,-1%,-12%
IL1B secr inh,-17,-27,-17,30,.,-25,14,4
MCF10A rerep,-2%,-3%,9%,1%,.,0%,-5%,-2%
GLP1R cytotox,4%,?,-25%,2%,1%,-9%,-7%,-13%

#9 COc1ccccc1Nc1nc(C)c(C(=O)Nc2ccccc2)s1
#10 O=C(COc1cccc(C(F)(F)F)c1)NCCCN1CCCC1=O
#11 COc1ccccc1CCNC(=O)c1c(N)[nH]c(C(=O)c2ccccc2)c1-c1ccc(Br)cc1
#12 Cc1sc(NC(=O)c2ccccc2)c(C(=O)NCCN(C)C)c1C
#13 N#CC1=C(N)Oc2cc3c(cc2C1c1ccc(Cl)cc1)OCO3 (stereo not drawn)
#14 CCn1c(=O)n(CC)c2cc(NC(=O)C(C)c3ccccc3)c(Br)cc21 (stereo not drawn)
#15 CCN(CC)CCNC(=O)c1ccc(NC(=O)Cc2cccc3ccccc23)cc1
#16 CCN1C[C@@H]2[C@@H]3C(=O)N(C)C(=O)[C@@H]3[C@](C)(C1=O)N2C(=O)c1ccc(Br)cc1
Compound,9,10,11,12,13,14,15,16
KB-3-1 tox,-4%,-3%,?,2%,-5%,-3%,-21%,21%
KB-V1 MDR tox,-3%,2%,15µM*,-40%,0%,-12%,23%,11%
HT1080NT lethal,-21%,1%,23%,-10%,0%,-8%,?,12%
HT1080 IDH1KD tx,-19%,2%,5%,-16%,?,-4%,?,14%
DRD3 agonist,-7,-6,-1,-4,1,6,-11,11
SW480 rereplic,-6%,1%,.,?,6%,-1%,?,-7%
IL1B secr inh,-53*,-7,6,.,-2,13,-15,17
MCF10A rerep,0%,-3%,.,?,53%,2%,?,-2%
GLP1R cytotox,-5%,8%,0%,1%,-29%,0%,?,?

The list goes on (three carried over from the part before).
#14 CCn1c(=O)n(CC)c2cc(NC(=O)C(C)c3ccccc3)c(Br)cc21 (stereo not drawn)
#15 CCN(CC)CCNC(=O)c1ccc(NC(=O)Cc2cccc3ccccc23)cc1
#16 CCN1C[C@@H]2[C@@H]3C(=O)N(C)C(=O)[C@@H]3[C@](C)(C1=O)N2C(=O)c1ccc(Br)cc1
#17 O=C(Cc1c[nH]c2ccccc12)N/N=C/c1ccccc1O
#18 CN(CC(=O)Nc1ccc(Cl)c(C(F)(F)F)c1)C(=O)c1ccc(N2CCOCC2)c([N+](=O)[O-])c1
#19 COc1cccc(C(c2nnnn2CS(=O)(=O)c2ccc(C)cc2)N2CCN(C)CC2)c1OC (stereo not drawn)
#20 CCc1nc2ccc(C(=O)N(C)CCN(C)C)cn2c1N(CC)C(=O)NCCc1ccccc1
#21 CCCC(=O)NC(=S)Nc1ccc(NC(=O)C(C)C)c(OC)c1
Compound,14,15,16,17,18,19,20,21
KB-3-1 tox,-3%,-21%,21%,-14%,-5%,2%,0%,-8%
KB-V1 MDR tox,-12%,23%,11%,?,-1%,-9%,-11%,-8%
HT1080NT lethal,-8%,?,12%,-27%,23µM*,5%,23%,-3%
HT1080 IDH1KD tx,-4%,?,14%,-6%,?,23%,22%,-2%
DRD3 agonist,6,-11,11,2,-1,0,-11,4
SW480 rereplic,-1%,?,-7%,?,-298%[inhibitor],1%,.,?
IL1B secr inh,13,-15,17,156,?,?,3,12
MCF10A rerep,2%,?,-2%,4%,?,2%,.,13%
GLP1R cytotox,0%,?,?,-4%,?,-15%,-1%,4%

Copied from the list.
no. 5 in KB-V1 MDR tox is listed with 0%
no. 15 in DRD3 agonist is listed with -11
no. 21 in GLP1R cytotox is listed with 4%
no. 10 in DRD3 agonist is listed with -6
no. 20 in KB-V1 MDR tox is listed with -11%

Record cards, from the list above. Screens in order: KB-3-1 tox	KB-V1 MDR tox	HT1080NT lethal	HT1080 IDH1KD tx	DRD3 agonist	SW480 rereplic	IL1B secr inh	MCF10A rerep	GLP1R cytotox
`CN(CC(=O)Nc1ccc(Cl)c(C(F)(F)F)c1)C(=O)c1ccc(N2CCOCC2)c([N+](=O)[O-])c1` in the list: -5%	-1%	23µM*	?	-1	-298%[inhibitor]	?	?	?
`COc1cccc(C(c2nnnn2CS(=O)(=O)c2ccc(C)cc2)N2CCN(C)CC2)c1OC` (stereo not drawn) in the list: 2%	-9%	5%	23%	0	1%	?	2%	-15%
